# Source: PubChem BioAssay
# Epigenetic reg = regulators of epigenetic silencing causing reporter derepression in mouse cells | murine LDR cells, GFP reporter derepression, 30 h | Potency, µM (titrated, usually from 53.9 µM), for the others: at the top dose GFP activation, hits mostly activators | actives 0.2% (n = 280,000); further: potency means the concentration at half of the fitted maximal effect; % of control where 0% means no effect; nearly all actives have a fitted effect of over 60% in size
#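 Murine LDR cells bearing a silenced CMV-driven GFP reporter were exposed to compound for 30 h at 37 C. After PBS washes, GFP-positive cells (20-120 um objects) counted by laser-scanning microplate cytometry.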
# TRb-SRC2 inh = inhibitors of human thyroid hormone receptor beta-SRC2 interaction; P10828; TRbeta-SRC2 peptide binding, fluorescence polarization; receptor liganded with 1 µM T3; Potency, µM (doses to about 106 µM), inactives show top-dose activity change, negative = inhibition, most hits filed as inhibitors; actives 0.065% (n = 280,000); AID 1469;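 further: potency means the concentration at half of the fitted maximal effect; plate controls were bound peptide for no effect and peptide without receptor for full effect; nearly all actives have a fitted effect of over 50% in size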
#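 TRb LBD 0.6 uM + Texas Red SRC2 peptide 20 nM, 1 uM T3, Tris buffer w/ 5% DMSO; compound pinned, 5 h RT; FP read ex 555/em 632; normalized to unbound and bound controls.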
# CBFb RUNX1 block = inhibitors of human CBF-beta and RUNX1 interaction | Q01196+Q13951 | AlphaScreen CBFb-His/RUNX1-biotin binding, biochemical | Potency, µM (series often up to 59.8 µM), without a hit: at the highest dose activity, negative = inhibition, actives largely listed as inhibitors | 230,000 tested, under 10 active | AID 1477; further: % of control where 0% means no effect
#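 Compounds were screened at multiple concentrations against a preformed CBF-beta(His)/RUNX1(biotin) complex (30 nM of each) for 15 min at room temperature, followed by 90 min with nickel and streptavidin beads and AlphaScreen reading.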
# Tau FP inhib = tau fibrillization inhibition (FP); P10636; K18 P301L tau heparin fibrillization, Alexa594 FP, 6 h; Potency, µM (top dose mostly 57.7 µM), for inactives: at the highest dose activity, negative = inhibition, hits mostly inhibitors; actives 0.39% (n = 280,000); further: potency means the concentration at half of the fitted maximal effect; on the % scale 0 is the no-effect control and ±100 the full control effect; nearly all actives have a fitted effect of over 55% in size
# Target sequence (P10636 561-689 P618L limits assumed): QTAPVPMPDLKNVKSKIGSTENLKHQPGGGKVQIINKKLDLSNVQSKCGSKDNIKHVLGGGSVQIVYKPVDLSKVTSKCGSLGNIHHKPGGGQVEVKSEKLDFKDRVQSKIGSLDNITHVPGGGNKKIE
#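 Quantitative HTS format: compounds meet 15 uM recombinant K18 P301L tau and Alexa 594-tau tracer in 100 mM sodium acetate pH 7; 20 uM heparin triggers fibrillization at 37 C over 6 hr; FP gives the signal.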
# NPSR antagonist = blocks cAMP signaling of the human neuropeptide S receptor; Q6W5P4; CHO-NPSR cells, cAMP TR-FRET, antagonist mode; Potency, µM (highest dose often 38.3 µM), inactives show top-dose activity change, negative = inhibition, usual class: inhibitors; actives 1% (n = 220,000); AID 1461; further: potency means the concentration at half of the fitted maximal effect; on the % scale 0 is the no-effect control and ±100 the full control effect; nearly all actives have a fitted effect of over 50% in size; many of its hits are not listed in these tables
# Target sequence (Q6W5P4 whole entry, looked up): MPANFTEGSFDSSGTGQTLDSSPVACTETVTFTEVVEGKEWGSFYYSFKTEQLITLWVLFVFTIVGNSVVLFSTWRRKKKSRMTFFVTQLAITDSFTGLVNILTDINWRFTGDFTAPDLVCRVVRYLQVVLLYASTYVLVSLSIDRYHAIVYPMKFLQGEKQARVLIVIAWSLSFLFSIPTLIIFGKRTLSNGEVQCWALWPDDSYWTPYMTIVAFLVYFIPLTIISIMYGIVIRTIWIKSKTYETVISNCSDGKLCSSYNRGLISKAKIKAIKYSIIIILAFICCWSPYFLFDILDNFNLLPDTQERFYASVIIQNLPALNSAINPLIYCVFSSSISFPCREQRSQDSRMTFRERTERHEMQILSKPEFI
# Tau fluor cs = counter-screen for tau fibril formation inhibitors | actives 0.93% (n = 280,000) | Potency, µM (doses to about 57.7 µM), inactives show at the top dose activity change, negative = decrease | tau K18 P301L (four-repeat tau fragment) Alexa594 fluorescence, heparin fibrillization; further: potency means the concentration at half of the fitted maximal effect; on the % scale 0 is the no-effect control and ±100 the full control effect; nearly all actives have a fitted effect of over 55% in size
#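 Human K18 P301L tau (15 uM unlabeled plus 0.24 uM Alexa 594-labeled, final) in 100 mM sodium acetate pH 7 was mixed with compound and 20 uM heparin and incubated 6 hr at 37 C.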
# TR SRC2 fluor cs = counter-screen for TRb-SRC2 inhibitors: fluorescence interference | TRb/SRC2 Texas Red total fluorescence interference | AID 1479 | Potency, µM (titrated, usually from 106 µM), without a hit: top-dose fluorescence change, negative = quenching | actives 0.29% (n = 280,000); active means well fitted curve in either direction with a large enough effect; inconclusive means small, poorly fitted or top-dose-only effect; further: potency means the concentration at half of the fitted maximal effect; on the % scale 0 is the no-effect control and ±100 the full control effect
#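 Human TRβ ligand-binding domain (0.6 uM) and Texas Red SRC2 peptide (20 nM) in Tris buffer with 1 uM T3 and 5% DMSO were incubated with pinned compound for 5 hr at ambient temperature. Total fluorescence was computed as S + 2P (555/632 nm).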
# GLA spleen mod = inhibits or activates alpha-galactosidase in human spleen homogenate; AID 2107; human spleen homogenate, 4MU-alpha-Gal fluorescence, 40 min; actives 0.008% (n = 240,000); P06280; Potency, µM (doses to about 80 µM), without a hit: top-dose activity change, negative = inhibition, hits mostly inhibitors;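 further: potency means the concentration at half of the fitted maximal effect; 0% = enzyme with vehicle and -100% = no enzyme basal signal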
# Target sequence (P06280 32-429 limits assumed): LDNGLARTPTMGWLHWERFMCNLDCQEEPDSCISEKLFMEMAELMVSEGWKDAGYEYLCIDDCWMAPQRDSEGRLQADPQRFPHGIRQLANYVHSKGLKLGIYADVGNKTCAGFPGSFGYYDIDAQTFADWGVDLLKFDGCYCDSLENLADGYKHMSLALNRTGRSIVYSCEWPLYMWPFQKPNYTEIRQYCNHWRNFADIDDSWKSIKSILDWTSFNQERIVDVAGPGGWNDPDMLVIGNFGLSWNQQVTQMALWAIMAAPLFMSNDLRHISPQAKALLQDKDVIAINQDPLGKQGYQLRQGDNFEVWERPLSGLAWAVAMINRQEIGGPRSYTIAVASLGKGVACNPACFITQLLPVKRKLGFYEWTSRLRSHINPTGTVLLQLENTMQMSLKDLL
#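 qHTS titration in buffer at pH 5.0. Alpha-galactosidase activity in spleen homogenate was measured via 4-methylumbelliferone release from 1 mM fluorogenic substrate after 40 min at 37C and a pH 10 stop. AC50 came from Hill fits of control-normalized data.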
# An asterisk follows results filed as active; ? = inconclusive; . = no result given; & = joins results of further samples; [ ] = dose if it differs, or a comment. Unless noted, the call rests on the fitted dose curve; in most records, active means well fitted curve in the direction sought with a large enough effect; inconclusive means small, poorly fitted or top-dose-only effect, or another doubt; inactive means no such curve, though single readings can be large; an effect the other way counts as inactive or inconclusive. Some of the compounds tested; rates above refer to the full screens.
No. | Molecule | Epigenetic reg | TRb-SRC2 inh | CBFb RUNX1 block | Tau FP inhib | NPSR antagonist | Tau fluor cs | TR SRC2 fluor cs | GLA spleen mod
1 | O=C(Nc1cccc(Cl)c1)Nc1ccnc(-c2cccnc2)n1 | -3.5%[10.1 µM] | -3% | -13% | 7% | -14% | 3% | -2% | -21%
2 | O=S(=O)(NCC(c1cccnc1)N1CCOCC1)c1ccc(Cl)cc1 (stereo not given) | 4.1% | -5% | 0% | 2% | 3% | -4% | -1% | -26%
3 | O=C(CSc1nc2ccccc2n1S(=O)(=O)c1ccccc1)N1CCCCC1 | -3.3% | -5% | -3% | -6% | -9%[46.1 µM] | 4% | -1% | 4%
4 | CC1O[C@@H](O[C@H]2C(Oc3cc(O)c4c(c3)OC(c3ccc(O)cc3)CC4=O)OC(CO)C(O)C2O)C(O)C(O)C1O (stereo not given in full) | 6.3% | -1% | . | 0% | . | 2% | 1% | 14%
5 | COc1ccc(S(=O)(=O)Nc2c(C(=O)O)[nH]c3ccccc23)cc1OC | -7.9% | -2% | 15% | ? | -2% | ? | -2% | -2%
6 | Cn1c(OCc2ccc3c(c2)OCO3)nc2c1c(=O)n(Cc1ccc(Cl)c(Cl)c1)c(=O)n2C | -1.1% | 1% | -3% | 3% | -5%[46.1 µM] | -13% | -5% | -2%
7 | Cn1c(SCC(=O)Nc2nc(C(C)(C)C)cs2)nnc1C1CC1 | 1.7% | -3%[53 µM] | 2% | 0% | 0% | -1% | -1%[53 µM] | 4%
8 | O=C(O)CCn1ncc2ccccc2c1=O | 2.1% | 1% | 4% | 3% | -10% | 2% | -1% | -2%
9 | O=c1c2oc3ccccc3c2n(Cc2ccc(Cl)cc2)c(=O)n1Cc1ccc2c(c1)OCO2 | -1.6% | 9% | . | -5% | . | -16% | -2% | .
10 | COc1ccc(NC(=O)C23CCC(C2)C(C)(C)C3=O)cc1 (stereo not given) | -1.1% | -1% | 4% | 8% | -4%[46.1 µM] | 2% | 2% | 3%
11 | COC(=O)c1cc(OC)c(OC)cc1NC(=O)c1ccc(C)cc1 | 4.0% | 2% | -2% | -3% | -29%[46.1 µM] | -8% | 1% | -3%
12 | CCOC(=O)c1[nH]c(C)c(C(=O)OCC(=O)N2CCc3ccccc32)c1C | 4.7% | -1% | 1% | -9% | -3%[46.1 µM] | -11% | -2% | -4%

# Next part; the last seven above are carried over.
No. | Molecule | Epigenetic reg | TRb-SRC2 inh | CBFb RUNX1 block | Tau FP inhib | NPSR antagonist | Tau fluor cs | TR SRC2 fluor cs | GLA spleen mod
6 | Cn1c(OCc2ccc3c(c2)OCO3)nc2c1c(=O)n(Cc1ccc(Cl)c(Cl)c1)c(=O)n2C | -1.1% | 1% | -3% | 3% | -5%[46.1 µM] | -13% | -5% | -2%
7 | Cn1c(SCC(=O)Nc2nc(C(C)(C)C)cs2)nnc1C1CC1 | 1.7% | -3%[53 µM] | 2% | 0% | 0% | -1% | -1%[53 µM] | 4%
8 | O=C(O)CCn1ncc2ccccc2c1=O | 2.1% | 1% | 4% | 3% | -10% | 2% | -1% | -2%
9 | O=c1c2oc3ccccc3c2n(Cc2ccc(Cl)cc2)c(=O)n1Cc1ccc2c(c1)OCO2 | -1.6% | 9% | . | -5% | . | -16% | -2% | .
10 | COc1ccc(NC(=O)C23CCC(C2)C(C)(C)C3=O)cc1 (stereo not given) | -1.1% | -1% | 4% | 8% | -4%[46.1 µM] | 2% | 2% | 3%
11 | COC(=O)c1cc(OC)c(OC)cc1NC(=O)c1ccc(C)cc1 | 4.0% | 2% | -2% | -3% | -29%[46.1 µM] | -8% | 1% | -3%
12 | CCOC(=O)c1[nH]c(C)c(C(=O)OCC(=O)N2CCc3ccccc32)c1C | 4.7% | -1% | 1% | -9% | -3%[46.1 µM] | -11% | -2% | -4%
13 | COc1cc(/C=C(\C#N)C(=O)Nc2cccnc2)ccc1OC(C)C | 0.0% | 5% | 2% | -1% | -7% | 2% | -4% | 3%
14 | Cc1ccc(C)c(N2CCN(C(=O)NCc3noc4ccccc34)CC2)c1 | 8.0% | -2% | . | 2% | . | -19% | -1% | .
15 | COc1ccc(OC)c(/C=N/NC(=O)CN2CCSCC2)c1 | -1.9% | 9% | 9% | -2% | 10% | -14% | 2% | 28%
16 | O=C(CN1CCSCC1)N/N=C/c1ccc(Cl)cc1 | -0.9%[10.1 µM] | 0% | -1% | -2% | 13% | -4% | 0% | 0%
17 | O=C(C1CCCN(S(=O)(=O)c2cccc3nonc23)C1)N1CCN(c2cccc(Cl)c2)CC1 (stereo not given) | 1.2%&2.8% | 0%&-7% | -3% | ? | ? | -26%&-26% | 0%&-3% | -4%
18 | CCOC(=O)c1cc(-c2ccc(Cl)cc2)nc2c1c(=O)[nH]c(=O)n2CCOC | -0.7% | -4% | 2% | 0% | -17% | -4% | -1% | 7%
19 | Cc1cc(=O)oc(C)c1C(=O)NCC1COc2ccccc2O1 (stereo not given) | -1.0% | -5% | -3% | -4% | -13%[46.1 µM] | 1% | 0% | 1%
20 | CCCC(=O)Oc1ccc(N(C(=O)CCC)S(=O)(=O)c2cccc([N+](=O)[O-])c2)cc1 | 0.0% | -2% | -10% | 11% | 12% | -19% | -6% | 0%
21 | c1ccc(-c2ccccc2OCCOCCN2CCc3ccccc3C2)cc1 | -0.7%[10.1 µM] | -6% | 4% | 9% | -55% | 3% | -2% | -2%
22 | CCc1nn(CC(=O)NCCC(C)C)c(=O)c2cc3occc3n12 | -4.5% | -1% | . | 7% | . | 6% | -1% | .
23 | CCCCN(C)CCCNC(=O)c1cc(=O)[nH]c2ccc(S(=O)(=O)N3CCCCC3C)cc12 (stereo not given) | -1.5% | 5% | -3% | 0% | 13% | -18% | 2% | 7%
24 | C=C(C)CC(Nc1ccc(OC)cc1)c1ccco1 (stereo not given) | -2.1% | 0% | 5% | 0% | -9% | -17% | -2% | -3%
25 | CCCCCCCCCCCCCC(=O)N[C@@H](C)[C@H](O)c1ccccc1 | 0.8%&0.0% | 1%&3% | 5%&9% | -17%&9% | . | -13%&4% | -1%&-1% | 0%&25%
26 | CC(C)C1/C(=N/O)CC(c2ccccc2)NC1c1ccccc1 (stereo not given) | 5.3% | 3% | 28% | ? | -54% | -25% | -2% | 8%
27 | COc1ccc([N+](=O)[O-])cc1NC(=O)CCCOc1ccccc1 | 0.0% | 5% | -6% | -6% | -3% | -13% | -4% | 6%
28 | Cc1c(C(=O)O)oc2ccc(S(=O)(=O)N3CCCCC3C(=O)O)cc12 (stereo not given) | -1.1% | 4% | 7% | -3% | -1%[46.1 µM] | -5% | 1% | 1%
29 | O=[N+]([O-])c1ccc(Cl)c(/C=N/N2CCN(Cc3ccccc3)CC2)c1 | 3.8% | 1% | ? | 5% | -11%[46.1 µM] | -30% | -2% | -4%
30 | Cc1cccc(CN2C(=O)c3ccccc3Sc3ccc(C(=O)NCCc4ccccc4)cc32)c1 | 0.9% | -7% | . | -13% | . | -17% | -4% | .
31 | Cc1cccc(NC(=O)CS(=O)(=O)c2cccc3nsnc23)c1 | 1.1% | -1% | . | -1% | . | 4% | 3% | .
32 | O=C(NCCc1c[nH]c2ccccc12)C(=O)NCC(c1ccco1)N1CCN(c2ccc(F)cc2)CC1 (stereo not given) | 2.0% | -3% | 2% | 3% | -13% | -4% | -2% | -2%
33 | S=C(Nc1ccccc1)Nc1ccc(Cl)cn1 | 0.0% | 2% | 11% | -3% | -6% | -8% | -3% | 5%
34 | FC(F)(F)c1cccc(Nc2ncnc3ccccc23)c1 | -1.0% | 11% | 4% | -6% | -2%[46.1 µM] | -13% | 1% | -4%
35 | O=[N+]([O-])c1cccc(-c2nc(-c3cccs3)c(-c3cccs3)[nH]2)c1 | 16% | 2% | ? | 6% | -30%[46.1 µM] | 11µM*[quencher] | -4% | 5%
36 | COc1ccc(C(=O)Nc2nc3c(s2)Cc2c(Br)ccc(OC)c2-3)cc1OC | 2.7% | -6% | . | -7% | . | -27% | 0% | .
37 | COCCOC(=O)c1c(C)nc(SCC(=O)Nc2cccc3ccccc23)c(C#N)c1-c1ccco1 | 4.1% | -5% | 2% | 2% | -22%[46.1 µM] | -27% | 0% | 1%
38 | O=C(c1ccoc1)N1CCC2(CC1)Oc1ccc(Cl)cc1C(=O)C21CC(c2ccc(Cl)cc2)=NO1 (stereo not given) | 3.7% | 1% | -1% | -1% | -6% | 22% | -3% | -2%
39 | COc1cc(OC)c(NC(=O)NC(C)c2c(-n3cccc3)sc(C)c2C)cc1Cl (stereo not given) | 0.0% | -10% | . | -2% | . | ? | ? | .
40 | COc1ccc(C(O)P(=O)(OC(C)C)OC(C)C)cc1OC (stereo not given) | 0.0% | 3% | 19% | -2% | ? | -10% | -2% | -13%

# Fetched by compound from above, four records:
No. | Molecule | Epigenetic reg | TRb-SRC2 inh | CBFb RUNX1 block | Tau FP inhib | NPSR antagonist | Tau fluor cs | TR SRC2 fluor cs | GLA spleen mod
39 | COc1cc(OC)c(NC(=O)NC(C)c2c(-n3cccc3)sc(C)c2C)cc1Cl (stereo not given) | 0.0% | -10% | . | -2% | . | ? | ? | .
40 | COc1ccc(C(O)P(=O)(OC(C)C)OC(C)C)cc1OC (stereo not given) | 0.0% | 3% | 19% | -2% | ? | -10% | -2% | -13%
38 | O=C(c1ccoc1)N1CCC2(CC1)Oc1ccc(Cl)cc1C(=O)C21CC(c2ccc(Cl)cc2)=NO1 (stereo not given) | 3.7% | 1% | -1% | -1% | -6% | 22% | -3% | -2%
37 | COCCOC(=O)c1c(C)nc(SCC(=O)Nc2cccc3ccccc23)c(C#N)c1-c1ccco1 | 4.1% | -5% | 2% | 2% | -22%[46.1 µM] | -27% | 0% | 1%
